Screening data from PubChem BioAssay.
Coupling enz – inhibits coupling enzyme system, counter-screen for aldolase hits; activity change, negative = inhibition, % at 58.2 µM, hits read low; coupling enzyme system counterscreen, AmpLite Red fluorescence; actives 0.67% (n = 290,000); in the data active means activity change below about -30%
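Coupling enzymes only (glyceraldehyde-3-phosphate) + compound, at 57.5 uM final, 10 min RT; add substrate/coupling/AmpLite Red mix, 20 min RT; fluorescence ex 525/em 598 nm. Actives flag coupling-system interference.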
An asterisk follows results filed as active; & = joins results of further samples. On the % scale 0 is the no-effect control and ±100 the full control effect. This is a subset; count on the stated rates, not on these rows.

SMILES	Coupling enz
COc1ccccc1CN1CC[C@@]2(CCCN(C(=O)c3c(C)noc3C)C2)C1	1
NC(C(=O)O)[C@@H]1CC(Cl)=NO1 (some centres undefined)	4
COC1CC(O[C@H]2/C(C)=C/CC3CC(C[C@]4(CCC(C)C(C5CCCCC5)O4)O3)OC(=O)[C@H]3C=C(C)/C(=N/O)C4OC/C(=C\C=C\[C@@H]2C)[C@@]43O)OC(C)C1O (some centres undefined)	2
CC(=O)OCC1OC(C#Cc2ccc(F)cc2F)C=CC1OC(C)=O (centres undefined)	0
COCCn1c(=O)c(-c2cn(C)c3ccccc23)nc2cnc(Oc3ccc(OC)cc3)nc21	-3
COc1ccccc1CCn1c(=O)c(C)nc2cncnc21	0
O=c1c(-c2cc(F)cc(F)c2)nc2cncnc2n1C1CC1	0
CC1CCC(C(C)C)C(O)C1 (centres undefined)	-7
C=CC[C@@H]1C=C[C@H](O/N=C(\C)CCN2CCc3nc(CC)c(CC)cc3C2)[C@H](CO)O1	-6
COc1cccc(Cn2c(=O)c(-c3ccc(F)cc3)nc3cnc(N4CCNCC4)nc32)c1	1
CO[C@@H]1COC(=O)C/C=C\[C@@H](C)[C@@H]2C=C[C@H](O)[C@@H](COC(=O)CCC[C@H]1C)O2	3
COc1ccc(Oc2ncc3ncc(=O)n(-c4ccc(OC)cc4)c3n2)cc1	0
CN1CCN(c2ncc3nc(-c4cn(C)c5ccccc45)c(=O)n(-c4ccccc4)c3n2)CC1	1
COc1ccc(C(=O)N2CCC3(CCCN(c4ccccn4)C3)CC2)cc1	4
CC(C)NC(=O)N1CCC2(CC1)CCN(S(=O)(=O)c1ccccc1)CC2	4
COc1ccccc1-c1ccc2ncnc(N(C)C)c2c1	-6
CC(=O)OC[C@H]1O[C@@H](CCO/N=C2/[C@H]3O[C@@H]3[C@@H](O)[C@H]3[C@H]2CCn2c(=O)n(-c4ccccc4)c(=O)n23)C=C[C@@H]1OC(C)=O	-2
Oc1cc(O)c2c(c1)OC(c1cc(O)c(O)c(O)c1)C(O)C2 (centres undefined)	-19
C#CCCCCCCCCCCCC(O)CC(O)CO (centres undefined)	3
CC1CCC2C(=O)N3C(CCC(C)[C@@H]3c3cccc(N4CCOCC4)c3)C(=O)N2C1c1cccc(N2CCOCC2)c1 (some centres undefined)	-1
C[C@@](N)(C(=O)O)c1ccc(S(=O)(=O)O)cc1	3
N#CCCn1c(=O)c(-c2ccc(F)cc2)nc2cnc(N3CCOCC3)nc21	1
CCC[C@H](NC(C)=O)C(=O)N[C@H]1CC(=O)ONCCCC[C@@H](C(N)=O)NC(=O)[C@H](Cc2c[nH]c3ccccc23)NC(=O)[C@H](CCCN=C(N)N)NC(=O)[C@@H](Cc2ccc3ccccc3c2)NC(=O)[C@H](Cc2cnc[nH]2)NC1=O	0
O=C(/C=C/c1ccccc1)c1ccc(O)cc1	1

Given in CSV form: six of the compounds above
canonical_smiles,Coupling enz
CC1CCC(C(C)C)C(O)C1 (centres undefined),-7
O=C(/C=C/c1ccccc1)c1ccc(O)cc1,1
CC(C)NC(=O)N1CCC2(CC1)CCN(S(=O)(=O)c1ccccc1)CC2,4
CC1CCC2C(=O)N3C(CCC(C)[C@@H]3c3cccc(N4CCOCC4)c3)C(=O)N2C1c1cccc(N2CCOCC2)c1 (some centres undefined),-1
COc1ccc(C(=O)N2CCC3(CCCN(c4ccccn4)C3)CC2)cc1,4
COc1ccc(Oc2ncc3ncc(=O)n(-c4ccc(OC)cc4)c3n2)cc1,0

Next part
SMILES	Coupling enz
COc1ccccc1CN1CC[C@@]2(CCCN(C(=O)c3cnccn3)C2)C1	6
COCCNc1nc(-c2c(C)noc2C)nc2ccccc12	7
FC(F)(F)c1ccccc1-c1nc(NCc2cccnc2)c2ccccc2n1	-1
COc1cccc(-c2cncnc2N(C)Cc2ccco2)c1	2
O=C(c1cccc(F)c1)N1CCC2(CC1)CN(C(c1ccccc1)c1ccccc1)C2	1
COC(=O)C(C(C)=O)C(NC(=O)OC(C)(C)C)c1ccccc1 (centres undefined)	0
CSCC[C@H](NC(=O)[C@H](CC(C)C)NC(=O)[C@@H]1CCCN1C(=O)[C@H](Cc1ccccc1)NC(=O)[C@H](Cc1ccccc1)NC(=O)[C@H](CCC(N)=O)NC(=O)[C@H](CCC(N)=O)NC(=O)[C@@H]1CCCN1C(=O)[C@H](CCCCN)NC(=O)[C@@H]1CCCN1C(=O)[C@@H](N)CCCN=C(N)N)C(N)=O	2
O=C(O)c1cc(C(=O)O)c(C(=O)N(Cc2cccc(Oc3ccccc3)c2)[C@H]2CCCc3ccccc32)cc1C(=O)O	10
CCNc1ncc2nc(-c3cn(C)c4ccccc34)c(=O)n(Cc3cccs3)c2n1	-2
CNc1cc(-c2ccccc2CN(C)C)ncn1	1
C=C[C@H]1CCC=C2C(=O)CCC[C@@H]21	0
C=C1C2CC[C@]3(CCC4[C@@]5(C)CCC[C@@]4(CN(CCO)C5)[C@@H]3C2)[C@@H]1O (some centres undefined)	0
COc1cccc([C@@H]2Oc3ccc(OC)cc3C[C@H]2OC(=O)Nc2ccc(OC(F)F)cc2)c1	2
CCOC(=O)OCC1C=C[C@H](c2cc(-c3ccccc3)ccc2O)C(c2ccc(C(C)=O)cc2)O1 (some centres undefined)	-6
Cn1cc(-c2nc3cnc(N4CCNCC4)nc3n(-c3ccccc3)c2=O)c2ccccc21	-1
COc1ccccc1-c1nccc(NCc2cccc(C)c2)n1	0
N[C@@H](Cc1ccc(O)cc1)C(=O)O	3
CN(Cc1ccco1)c1nc(-c2ccc3c(c2)OCO3)nc2ccccc12	4
COc1ncc2nc(-c3cn(C)c4ccccc34)c(=O)n(CCC#N)c2n1	0
OC1C2COC(O2)[C@H](O)C1O (some centres undefined)	2
CC(C)CO/N=C1/C[C@@H](O)[C@@H](O)[C@@H]2[C@@H]3C(=O)N(C(C)(C)C)C(=O)[C@H]3CC[C@H]12	2
O=C(c1cc(C(F)(F)F)cc(C(F)(F)F)c1)N1CCC[C@@]2(CCN(Cc3ccccc3)C2)C1	1
COc1cccc(Nc2ncc3nc(-c4ccccc4)c(=O)n(C)c3n2)c1	2
COc1cccc(Cn2c(=O)c(-c3cccs3)nc3cnc(OC)nc32)c1	3
C=C(C(=O)OCC)C(=O)c1ccccc1	2
CC(=O)NCCCC[C@H](NC(=O)OC(C)(C)C)C(=O)Nc1ccc2c(C(F)(F)F)cc(=O)oc2c1	0
OC[C@@H]1O[C@H](OC2[C@@H](O)[C@@H](O)[C@@H](O)O[C@@H]2CO)[C@H](O)[C@@H](O)[C@@H]1OC1O[C@H](CO)[C@@H](O)[C@H](O)[C@@H]1O (some centres undefined)	0
c1cncc(CNc2ncncc2-c2ccc3c(c2)OCO3)c1	-3
CCN1C(C)=C(C(=O)OC)C(c2ccccc2)N2C(=O)[C@@]3(C(=O)OC)O[C@@]12C1C(=O)N(c2ccccc2)C(=O)C13 (some centres undefined)	-1
Cc1cccc(CNc2ncnc3ccc(-c4ccc(C(=O)N(C)C)cc4)cc23)c1	-1
CC(=O)OCC1OC(C#CC2=CCCCC2)C=CC1OC(C)=O (centres undefined)	6
CCOC(=O)CCN1C(=O)[C@H]2[C@H]3[C@H](O)[C@H](O)C/C(=N/NC(=O)OCC)[C@@H]3CC[C@@H]2C1=O	1
C=C1C(=O)OC2C=C(C)CCC=C(C)CCC12 (centres undefined)	6
COc1ncc2nc(C)c(=O)n(C[C@H]3CCCO3)c2n1	2
ONCc1ccccc1	-7
Cc1ccc(S(=O)(=O)N[C@H]2COC(=O)C/C=C\[C@@H](C)COC(=O)C/C=C\[C@@H]2C)cc1	2&-2
C/C=C\C1=CCCC1Nc1ncnc2ccc(-c3c(C)noc3C)cc12 (centres undefined)	-1
O=C(c1csnn1)N1CCC2(CCCN(c3ccccc3)C2)CC1	2
CN1C(=O)CCC1c1cccnc1 (centres undefined)	1&3
C[C@H](C(=O)O)c1ccc2cc(O)ccc2c1	0
CCNc1ncc2nc(-c3ccc(F)cc3)c(=O)n(CCC#N)c2n1	0
C=C(C)C(=O)/C=C/C=C/c1ccccc1	2
CCCCCCC/C=C/C1=CC2(C)CC1(C)C(CCCCCCC)CC2=O (centres undefined)	7
Nc1c(N=Nc2ccc(-c3ccc(N=Nc4cc(S(=O)(=O)O)c5ccccc5c4N)cc3)cc2)cc(S(=O)(=O)O)c2ccccc12	-12
O=C1C[C@H](c2ccccc2)[C@@H](c2ccc(Br)cc2)O1	0
COc1ccc2[nH]cc(CCNc3cc(-c4ccoc4)ncn3)c2c1	1
C=C/C1=C/Cc2ccccc2[C@H](C[N+](=O)[O-])C(C(=O)OC)(C(=O)OC)C1	2
COc1ccc(-c2cc(=O)c3c(O)cc(O)c(-c4cc(-c5cc(=O)c6c(O)cc(OC)cc6o5)ccc4OC)c3o2)cc1	-1
CC(C)[C@H](O)C1=CCCCC1=O	-2&1
CC(=O)NCCNc1nc(-c2ccccc2CN(C)C)nc2ccccc12	2
CN(C)C(=O)c1ccc(-c2nc(NCc3ccccc3)c3ccccc3n2)cc1	-5
Nc1ncnc2c1nc(Br)n2C1OC(CO)C(O)C1O (centres undefined)	0
C[C@]12C[C@@](C)(C=C1/C=C/c1ccc(F)cc1)C(=O)C[C@H]2c1ccc(F)cc1	-2
CC(=O)OC1CC2CCC1(C)C2(C)C (centres undefined)	-1&6
CC(C)(C)N1C(=O)[C@H]2[C@H]3[C@H](O)[C@H](O)C/C(=N/OCc4ccccc4)[C@@H]3CC[C@@H]2C1=O	-2
NCCCNCCCCN(CCCN)/[N+]([O-])=N/O	1
COc1ccccc1-c1nccc(NC2CCNCC2)n1	-1
CC1=NN(c2ccc([N+](=O)[O-])cc2)C(=O)C1[N+](=O)[O-] (centres undefined)	2
COc1ccc(S(=O)(=O)Nc2cc(OC)cc3cccnc23)cc1	-8
NC(=O)C1CCCN1C(=O)C(Cc1cnc[nH]1)NC(=O)C1CCC(=O)N1 (centres undefined)	-5

(further entries)
SMILES	Coupling enz
CC1(C)C(O)C=C[C@@]2(C)C1CC(=O)O[C@@]1(C)C3=CC(=O)OC(c4ccoc4)[C@]3(C)CCC21 (some centres undefined)	1
CCNC(=O)CCC(N)C(=O)O (centres undefined)	2
CC(=O)NCCNc1ncnc2ccc(-c3ccccc3Cl)cc12	1
CC1CCC(O)C/C1=C\C=C1/CCCC2(C)C1CCC2C(C)/C=C/C(C)C(C)C (centres undefined)	-1
CCOC(=O)/C(C)=N/NC(C)=O	1
COCCn1c(=O)c(-c2ccc(Cl)cc2)nc2cnc(Oc3ccccc3)nc21	-1
CCNc1ncc2nc(-c3ccc(OC)cc3)c(=O)n(Cc3ccc(F)cc3)c2n1	0
C[C@@H](N)C(=O)O	-1
CCCCCCCCCCCCCCC[C@@H](O)[C@H](CO)NC(C)=O	2
N#Cc1nc(Nc2ccccc2)nc(NC2CCCC2)n1	1
COc1ccccc1CNc1nc(-c2cccc(C#N)c2)nc2ccccc12	1
COc1ccccc1-c1cc(NCc2cccc(C)c2)ncn1	0
COc1ccccc1C1CC(=O)Oc2cc3c(cc21)OCO3 (centres undefined)	-26
COc1ccc(-c2nc3cnc(N(C)C)nc3n(C[C@H]3CCCO3)c2=O)cc1	2
COC(=O)C/C=C1\c2ccc3c(c2[C@@H](OC)[C@@H]1C)OCO3	0
c1cncc(-c2cncnc2-n2ccnc2)c1	1
COc1ccc(C(=O)N2CCC[C@@]3(CCN(c4ccccn4)C3)C2)cc1	-1
N#Cc1cccc(NC(=O)N2CCC3(CC2)CCN(C(=O)c2cccc(F)c2)CC3)c1	5
Cn1cc(-c2nc3cnc(N4CCNCC4)nc3n(C3CC3)c2=O)c2ccccc21	0
COC(=O)C/C=C/[C@@H](C)[C@H](NC(=O)OCC(Cl)(Cl)Cl)c1ccccc1	-2
COc1cccc(Nc2ncc3nc(C)c(=O)n(Cc4cccs4)c3n2)c1	1
COc1ccccc1CNc1cc(-c2cccc(C#N)c2)ncn1	-1
Cc1cc2ccc(=O)oc2cc1OC[C@@H](O)C(C)(C)O	1
CC(C)C[C@H](NC(=O)[C@H](CCCCN)NC(=O)[C@H](CCCNC(=N)N)NC(=O)[C@H](C)NC(=O)[C@H](CO)NC(=O)[C@H](CCCCN)NC(=O)[C@H](CCCNC(=N)N)NC(=O)[C@H](C)NC(=O)CNC(=O)[C@@H](NC(=O)[C@H](Cc1ccccc1)NC(=O)CNC(=O)CNC(=O)[C@@H](N)Cc1ccccc1)[C@@H](C)O)C(=O)N[C@@H](C)C(=O)N[C@@H](CC(N)=O)C(=O)N[C@@H](CCC(N)=O)C(=O)O	-3

A draw from above in order of length of the SMILES, high to low:
SMILES	Coupling enz
COC(=O)C/C=C/[C@@H](C)[C@H](NC(=O)OCC(Cl)(Cl)Cl)c1ccccc1	-2
N#Cc1cccc(NC(=O)N2CCC3(CC2)CCN(C(=O)c2cccc(F)c2)CC3)c1	5
COc1ccc(-c2nc3cnc(N(C)C)nc3n(C[C@H]3CCCO3)c2=O)cc1	2
COc1ccc(C(=O)N2CCC[C@@]3(CCN(c4ccccn4)C3)C2)cc1	-1
COc1cccc(Nc2ncc3nc(C)c(=O)n(Cc4cccs4)c3n2)c1	1
COc1ccccc1C1CC(=O)Oc2cc3c(cc21)OCO3 (centres undefined)	-26

Two neighbouring records already listed:
SMILES	Coupling enz
c1cncc(-c2cncnc2-n2ccnc2)c1	1
COc1ccc(C(=O)N2CCC[C@@]3(CCN(c4ccccn4)C3)C2)cc1	-1

Going on with the list:
SMILES	Coupling enz
COc1cccc(Cn2c(=O)c(-c3ccc(Cl)cc3)nc3cnc(N(C)C)nc32)c1	1
COCOc1ccc(OC)cc1C(=O)/C=C/c1ccc(OC)c(Br)c1	1&1
CCNc1ncc2nc(-c3cc(F)cc(F)c3)c(=O)n(C)c2n1	4
O=C(/C=C\c1ccc2c(c1)OCO2)c1ccc(F)cc1	3
